Mcl1-Bid inh: disrupts binding of human Mcl-1 to Bid peptide. Q07820. TR-FRET Mcl-1/Bid-Dy647 peptide binding, 1536-well. inhibition, % at 21.7 µM. 0.97% of 220,000 active. AID 1021;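 active = compounds that cut the binding signal by more than half at the single screening dose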;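 also: His-tagged Mcl-1 with europium anti-His antibody binding Bid BH3 peptide; 0% = Mcl-1 plus peptide wells and 100% = peptide-only wells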
RGS4-Gao reg: modulates binding of RGS4 to human Galphao; 0.33% of 220,000 active; AID 1415; Multiplexed bead flow cytometry; actives lie on both sides; binding response (% of control), % at 10 µM; P09471; in the data active = binding response below about 49% or above about 150%; inactive = in between;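 also: fluorescent Galphao activated with aluminum fluoride binding bead-coupled RGS4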
Target sequence (P09471 whole entry, looked up): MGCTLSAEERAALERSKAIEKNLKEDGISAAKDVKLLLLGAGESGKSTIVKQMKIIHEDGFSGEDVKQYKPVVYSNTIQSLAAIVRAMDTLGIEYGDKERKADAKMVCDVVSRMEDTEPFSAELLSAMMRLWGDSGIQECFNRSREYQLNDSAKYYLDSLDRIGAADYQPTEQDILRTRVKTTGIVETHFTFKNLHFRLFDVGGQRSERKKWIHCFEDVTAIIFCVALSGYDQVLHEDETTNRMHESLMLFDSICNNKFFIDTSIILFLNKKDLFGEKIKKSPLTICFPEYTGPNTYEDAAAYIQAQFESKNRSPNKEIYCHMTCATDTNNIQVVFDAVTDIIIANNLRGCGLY
GSH fluor: GSH bead compound fluorescence profile; GSH beads flow cytometry, compound fluorescence 488/530 nm; stronger effect = higher value; fluorescence (KMESF) at 10 µM; 0.25% of 190,000 active; in the data active = fluorescence above about 89;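 also: glutathione beads carrying GST-tagged Bcl family fusion proteins plus one bare bead set; values are compound well signal with DMSO vehicle wells as background; inactives centre near 16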
Pf gamet viab: inhibitors of late stage P. falciparum gametocyte viability | P. falciparum stage V gametocytes, ATP luminescence, 24 h | inhibition, % at 10.9 µM | 0.065% of 150,000 active;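 active = inhibition above the mean plus 3 SD of compounds within the control limits, set per campaign, cut at about 38% in these data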;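 also: 0% = DMSO wells and 100% = medium only without gametocytes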
ABCB1 block: blocks JC-1 efflux by human ABCB1 transporter; P08183; CCRF-Adr cells, flow cytometry; inhibition, % at 6.6 µM; 0.067% of 190,000 active; in the data active = inhibition above about 40%;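 also: 0% = vehicle and 100% = reference inhibitor; higher value means more JC-1 retained so stronger ABCB1 efflux block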
ABCG2 block: human ABCG2 inhibition, ABCB1 as counter-screen; inhibition, % at 6.6 µM; IgMXP3 cells, JC-1 efflux, flow cytometry; 0.1% of 190,000 active;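 active = inhibition above 80%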;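 also: 0% = DMSO and 100% = nicardipine control wells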
Target sequence (Q9UNQ0 whole entry, looked up): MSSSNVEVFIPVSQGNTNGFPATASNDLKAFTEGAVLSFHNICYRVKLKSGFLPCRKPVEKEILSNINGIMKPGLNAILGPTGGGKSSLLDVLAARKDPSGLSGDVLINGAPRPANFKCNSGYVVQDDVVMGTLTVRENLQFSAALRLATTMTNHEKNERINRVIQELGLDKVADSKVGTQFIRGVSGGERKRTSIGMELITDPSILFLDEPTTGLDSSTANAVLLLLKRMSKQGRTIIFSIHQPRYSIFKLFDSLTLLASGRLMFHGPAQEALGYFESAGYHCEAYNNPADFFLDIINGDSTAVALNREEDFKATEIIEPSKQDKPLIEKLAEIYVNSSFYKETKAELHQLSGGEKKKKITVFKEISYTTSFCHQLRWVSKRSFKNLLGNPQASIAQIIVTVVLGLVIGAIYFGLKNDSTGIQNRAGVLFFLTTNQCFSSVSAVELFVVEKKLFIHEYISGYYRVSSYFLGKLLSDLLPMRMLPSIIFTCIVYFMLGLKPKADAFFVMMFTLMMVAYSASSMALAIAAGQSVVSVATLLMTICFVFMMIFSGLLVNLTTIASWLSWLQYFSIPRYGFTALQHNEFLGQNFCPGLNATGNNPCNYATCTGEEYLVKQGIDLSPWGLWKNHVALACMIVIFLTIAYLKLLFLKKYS
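Incubation: cells with compound and JC-1, 10 min at 25 °C, rotating, no wash / Test system: IgMXP3 (ABCG2) plus far-red-tagged CCRF-Adr (ABCB1) cells / Compound dosing: one concentration, 6.6 µM final / Also added: JC-1 fluorescent substrate / Evaluation: efflux inhibition in percent versus controls / Detection: flow cytometry, 530 nm JC-1 signal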
Bim-Mcl-1: human Bim-Mcl-1 interaction inhibition; inhibition, % at 10 µM; Bead-based flow cytometry, Bim peptide-Mcl-1 binding; Q07820; 0.1% of 190,000 active; in the data active = inhibition above about 40%;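 also: 0% = no compound tracer wells and 100% = peptide blocker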
Avidin bead fluor: compound fluoresces at 488/530 nm on avidin beads. 0.38% of 220,000 active. fluorescence (KMESF) at 10 µM. compound fluorescence 488/530 nm, flow cytometry; stronger effect = higher value; in the data active = fluorescence above about 47; also: inactives centre near 10
RGS7-Gao: regulators of human RGS7-Galphao interaction; P09471; Multiplexed bead flow cytometry, RGS7-Galphao binding; actives lie on both sides; binding response (% of control), % at 10 µM; 0.35% of 220,000 active; AID 1439; in the data active = binding response below about 49% or above about 150%; inconclusive = no clear call, values can overlap the other calls; inactive = in between;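 also: fluorescent Galphao held in activated GDP-AlF4 state binding bead-coupled RGS7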
Mcl1 Noxa PPI: Mcl-1/Noxa interaction inhibition; Q07820; TR-FRET Mcl-1/Noxa peptide binding, 2 h; inhibition, % at 21.7 µM; 1.5% of 220,000 active;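 active = compounds that cut the protein-peptide binding signal by more than 50% relative to plate controls in a single-dose test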;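 also: His-tagged Mcl-1 with rhodamine Noxa BH3 peptide and terbium anti-His antibody; 0% = Mcl-1 plus Noxa peptide wells and 100% = peptide-only wells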
RGS8-Gao: modulates binding of RGS8 to human Galphao; AID 1423; 0.34% of 220,000 active; response (percent of control binding), % at 10 µM; P09471; multiplexed bead flow cytometry; actives lie on both sides; in the data active = response below about 60% or above about 140%; inactive = in between;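 also: Galphao activated as the GDP aluminium fluoride complex binding bead-coupled RGS8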
* = called active by the depositor; ? = inconclusive; · = not tested or not shown.

SMILES	Mcl1-Bid inh	RGS4-Gao reg	GSH fluor	Pf gamet viab	ABCB1 block	ABCG2 block	Bim-Mcl-1	Avidin bead fluor	RGS7-Gao	Mcl1 Noxa PPI	RGS8-Gao
CCCCNS(=O)(=O)c1ccc2nc(SCC(=O)c3ccc(C#N)cc3)[nH]c2c1	24	100	35	·	0.3	1	-1	4	100	-7	99
Cc1ccc(SCCN)cc1C	2	101	21	2	1.4	0	-2	9	103	-1	99
CN1CCN(C(=S)Nc2cc([N+](=O)[O-])ccc2Cl)CC1	-59	99	8	9	-0.1	-8	-7	9	101	-9	114
CC(C)CCNC(=O)CCCOc1ccccc1	12	85	12	-6	0.8	4	-1	19	91	22	96
CC(=O)[C@H]1[C@H](C#N)C[C@H]2[C@@H]3CC=C4C[C@@H](O)CC[C@]4(C)[C@H]3CC[C@@]21C	-2	·	19	·	0.6	2	-4	·	·	12	·
COCCNC(=O)C(c1cccs1)N(C(=O)Cn1nnc2ccccc21)c1cccc(C)c1 (stereo unspecified)	-28	97	20	-5	0.9	0	0	5	98	7	94
C/C(N)=C(/C#N)C(=O)COC(=O)Cc1coc2cc(C)ccc12	-34	101	12	-11	-0.1	0	-2	12	101	-17	100
COc1cc(/C=N/NC(=O)CSc2nc3ccccc3n2C)cc(OC)c1OC	8	99	8	-5	-1.3	4	-1	3	97	24	99
CCN(CC)S(=O)(=O)N1CCC(C(=O)NCC2COc3ccccc3O2)CC1 (stereo unspecified)	9	109	23	·	0.3	5	-4	26	113	7	127
O=C(C1CCCN(S(=O)(=O)c2cccnc2)C1)N1CCN(c2ccccn2)CC1 (stereo unspecified)	-20	98	19	·	-2.6	-3	1	8	99	-1	101
Cc1cccc(NC(=O)CSc2nc3c(oc4ccccc43)c(=O)n2-c2ccccc2)c1	12	96	12	·	1.9	7	-4	10	97	7	98
CC(C)[C@H](NS(=O)(=O)c1ccc2c(c1)OCCO2)C(=O)OCC(=O)Nc1ccccc1	-38	85	7	·	0.6	5	-1	8	99	-3	99
CNC(=O)NC1CCCCc2sccc21 (stereo unspecified)	0	96	51	6	0.0	0	-3	8	97	2	99
Cc1cc(C)n2nc(C(=O)N/N=C/C=C/c3ccccc3)nc2n1	-32	109	·	-17	·	·	·	4	?	-21	104
COC(=O)/C(=C\C(=O)c1ccccc1)Nc1ccc(OC)cc1	-89	106	·	0	·	·	·	6	?	14	102
Cc1cc(C)nc(NS(=O)(=O)c2ccc(NC(=S)NC(=O)C3CCCC3)cc2)n1	1	96	30	·	0.5	-2	0	14	100	14	98
COC(=O)CCS(=O)(=O)c1ccc(NC(C)=O)cc1	11	99	12	6	0.7	2	2	11	96	24	97
N#Cc1nc(COc2ccccc2)oc1N1CCOCC1	-9	103	11	·	0.4	5	2	10	101	7	100
O=C(COC(=O)COc1ccccc1[N+](=O)[O-])Nc1ccc(S(=O)(=O)N2CCCCC2)cc1	-10	101	33	9	0.2	3	-3	5	100	3	100
O=C(N/N=C/c1cccs1)[C@H]1C[C@@H]1c1ccccc1	-6	99	8	3	-1.9	0	-3	3	100	3	98
COc1ccc(C)cc1NC(=O)CSc1ccc(-c2cccnc2)nn1	-34	108	21	-17	0.8	6	2	10	106	9	104
COc1ccccc1NC(=O)/C(=C/c1cccs1)NC(=O)c1ccco1	-7	105	·	-1	·	·	·	3	?	-9	103
CCCCOc1ccc(NC(=O)CSc2cccc3cccnc23)cc1	14	96	13	19	-0.4	-1	-2	12	93	20	99
Cc1nn(Cc2cccc(C(=O)NC(C)c3ccc(C(C)(C)C)cc3)c2)c(C)c1[N+](=O)[O-] (stereo unspecified)	8	109	12	·	2.1	2	-6	7	107	29	108
CN(Cc1cc2ccccc2[nH]c1=O)S(=O)(=O)c1ccccc1	-17	99	12	10	0.9	15	1	8	100	7	101
(cont.)
SMILES	Mcl1-Bid inh	RGS4-Gao reg	GSH fluor	Pf gamet viab	ABCB1 block	ABCG2 block	Bim-Mcl-1	Avidin bead fluor	RGS7-Gao	Mcl1 Noxa PPI	RGS8-Gao
Cc1nc(=O)c(-c2ccccc2)c(C)n1-c1cccc(C(=O)O)c1	16	99	38	-20	1.2	2	-10	25	99	-16	101
CC(C)CNC(=O)c1ccc(COc2ccc(Cl)cc2Cl)o1	0	52	21	·	0.3	2	-2	2	49*	11	60*
Nn1c(SC/C=C/c2ccccc2)nnc1-c1cccnc1	-8	95	70	-6	0.2	1	0	6	101	-5	104
O=c1c(Cc2ccc(F)cc2)c(O)ccn1C1CCCCC1	-13	101	35	·	0.1	1	-3	11	98	0	101
CC(C)CC(=O)NC(c1ccccc1Cl)c1c(O)ccc2ccccc12 (stereo unspecified)	-2	98	10	·	-0.6	-5	2	8	99	7	111
CC(C)N(C(=S)NC1CC2CCC1C2)c1ccccc1 (stereo unspecified)	-33	85	10	-3	0.3	3	-1	13	90	6	93
Nc1c(-c2ccccc2)cnc2cc(-c3ccccc3)nn12	-9	97	13	-15	0.1	3	-2	10	95	0	99
Cc1ccccc1CN1CCN(CC2CC3C=CC2C3)CC1 (stereo unspecified)	8	102	21	·	0.6	2	0	14	103	-12	102
Cc1ccc(C)c(N2CCN(C(=O)c3ccc(CSc4nc5ccncc5[nH]4)cc3)CC2)c1	27	103	16	·	1.1	7	-2	6	103	28	102
CCOc1ccc2[nH]c(=O)c(C(c3nnnn3CCOC)N3CCOCC3)cc2c1 (stereo unspecified)	11	103	15	-21	0.1	2	-1	10	100	-4	102
CCCN(CCC)c1nc(N)nc(-c2cc(Cl)ccc2OC)n1	-19	101	35	-5	0.6	13	-4	18	102	-9	103
CCOc1ccc(S(=O)(=O)NCc2ccc(C)cc2)c2cccnc12	-3	106	24	·	0.6	7	-4	11	102	7	102
COc1ccc(CNC(=O)C2CCCN2C(=O)NC2CCCCC2)cc1 (stereo unspecified)	-19	98	58	-14	0.2	1	0	10	102	-2	101
O=C(Cc1sc(Nc2ccccc2)nc1-c1ccccc1)NCc1ccccn1	-29	95	11	14	-0.1	2	0	17	95	4	83
CCOc1cc(/C=N/Nc2ccccc2Cl)ccc1OCC(=O)O	-94	105	11	·	-0.6	-1	0	7	108	20	115
CC12CC(O)C3c4ccc(O)cc4CCC3C1CCC2=O (stereo unspecified)	-30	102	12	·	0.2	1	-3	9	106	-12	101
COc1ccc(OCC(=O)Nc2ccc3oc(-c4ccncc4)nc3c2)cc1	0	107	14	11	-0.1	0	-3	13	110	8	106
Cc1ccc(Oc2ccc(NC(=O)CCC(=O)OCC(=O)c3cccs3)cc2)cc1C	-5	101	17	·	0.7	3	-2	12	101	2	99
O=C(CSc1ncn[nH]1)NCc1ccc2c(c1)OCO2	-15	103	10	-2	-1.2	-3	1	11	?	8	103
O=C(CSc1nc2ccccc2c(=O)n1Cc1ccco1)N1CCN(c2ccccc2)CC1	-1	100	15	·	0.8	1	0	8	100	11	100
COc1ccccc1-c1nnc(SCC(=O)N2CCOCC2)n1-c1ccccc1	-20	101	23	·	0.0	0	-6	12	98	5	101
O=c1cnnc(Nc2ccc(F)cc2)[nH]1	-3	93	15	·	0.2	2	-1	13	92	13	98
Cc1cnc(CN2CCCC(C(=O)c3ccc4c5c(cccc35)CC4)C2)[nH]1 (stereo unspecified)	-40	104	28	-19	1.5	7	1	9	103	-13	105
Cc1cccc(NC(=S)NCCC(C)C)c1	-60	108	10	-11	0.1	1	-3	7	104	14	102
O=S(=O)(/N=C(/Nc1cccc2ccccc12)c1ccccc1)c1cccs1	-21	104	38	·	1.0	7	0	7	101	-4	101

An excerpt from above in order of the Mcl1 Noxa PPI value, low to high.
SMILES,Mcl1-Bid inh,RGS4-Gao reg,GSH fluor,ABCB1 block,Bim-Mcl-1,Avidin bead fluor,RGS7-Gao,Mcl1 Noxa PPI,RGS8-Gao
Nn1c(SC/C=C/c2ccccc2)nnc1-c1cccnc1,-8,95,70,0.2,0,6,101,-5,104
O=C(Cc1sc(Nc2ccccc2)nc1-c1ccccc1)NCc1ccccn1,-29,95,11,-0.1,0,17,95,4,83
O=c1cnnc(Nc2ccc(F)cc2)[nH]1,-3,93,15,0.2,-1,13,92,13,98

Other entries follow.
SMILES	Mcl1-Bid inh	RGS4-Gao reg	GSH fluor	Pf gamet viab	ABCB1 block	ABCG2 block	Bim-Mcl-1	Avidin bead fluor	RGS7-Gao	Mcl1 Noxa PPI	RGS8-Gao
COc1ccc(NS(=O)(=O)c2cc(NC(=O)C3CC3)ccc2N2CCOCC2)cc1	-22	84	21	-17	0.8	1	-1	9	86	7	92
O=C(CN(C1CCCCC1)S(=O)(=O)c1ccc(F)cc1)NC1CC1	-23	86	60	-14	1.0	2	0	4	90	4	92
Oc1ccccc1/C=N/NC(=S)NC1CC2CC1C1C=CCC21 (stereo unspecified)	-66	101	·	1	·	·	·	7	?	-30	100
Cc1ccc(C2CC(c3ccco3)=NN2S(C)(=O)=O)cc1 (stereo unspecified)	-3	99	16	6	0.4	1	-4	16	99	-3	101
COc1ccc(Cl)cc1NC(=O)c1cccnc1	2	102	48	10	0.7	9	0	10	102	-7	102
CCn1cc(Br)c(C(=O)N(C)Cc2ccccc2)n1	-6	102	20	·	0.8	2	0	10	100	10	99
O=C(O)C1C(c2ccccc2)C(C(=O)OCCCO)C1c1ccccc1 (stereo unspecified)	-20	102	13	-18	0.5	1	-1	34	100	-22	102
O=[N+]([O-])c1cccc(/C([O-])=C(/C(=S)Nc2cccc3ccccc23)[n+]2ccccc2)c1	-23	100	11	-11	0.3	1	-3	8	98	20	103
O=C(Nc1cccnc1)c1ccc(S(=O)(=O)c2ccccc2)cc1	-25	98	15	1	-0.2	4	1	9	?	18	99
CN1CCN(CCOc2cccc(Cl)c2)CC1	-13	92	13	·	0.1	0	-1	20	89	9	77
N#Cc1c(NC(=O)c2cnn3cccnc23)sc2c1CCCC2	-74	101	16	·	1.0	30	-2	8	?	-5	99
CNC(=O)c1cn(-c2ccccc2)c(=O)c2ccccc12	-7	100	20	-27	0.0	0	1	19	103	5	101
CCOC(=O)C1(C)NC(c2ccco2)C2C(=O)N(CC)C(=O)C21 (stereo unspecified)	-29	104	16	·	-0.2	2	5	11	103	-10	104
CC(C)N(Cc1ccccc1)S(=O)(=O)N(C)C	-20	93	37	·	1.6	7	0	15	93	8	100
O=c1[nH][nH]c(=O)c2c(NS(=O)(=O)c3ccccc3)cccc12	-14	98	11	-21	1.5	6	0	5	100	10	100
COc1ccc(-c2nnc(SCc3ccccn3)n2C)cc1	-7	102	22	·	0.1	2	6	19	98	2	102
CSC(=S)N/N=C/c1c[nH]c2ccccc12	-88	101	12	·	-0.4	-1	-1	15	103	-65	102
CNC(=S)Nc1ccc(C)cc1	-90	99	13	15	0.2	0	-3	3	98	12	100
O=C(NC(=S)NCc1cccnc1)c1ccccc1	-38	101	6	10	0.2	0	-3	4	94	0	102
O=C(CSc1nnnn1-c1ccc(Cl)cc1)NNC(=O)c1ccc([N+](=O)[O-])cc1	0	100	10	-12	0.5	5	-6	6	100	16	101
CC(=O)OC1(C(F)(F)F)Oc2ccccc2NC1=O (stereo unspecified)	·	99	31	-12	0.5	9	2	8	96	·	101

No enrichment for hits; about 3.3% have a hit in one of these screens.
